inhibitors of VEEV – inhibitors of VEEV TC-83 cytopathic effect, confirmation, Vero cells (AID 588727); inhibition, % at 20 µM; hits with a dose series show IC50 in µM; Vero cells, VEEV TC-83 cytopathic effect inhibition; higher % means a stronger effect; 0.13% of 350,000 active; in the data active = a potency from the dose series; inconclusive = inhibition mostly from about 14% at the one dose, without a potency; inactive = the rest, 99 in 100 with inhibition below about 12%; note: strong numbers were not always called active
M. tuberculosis – growth inhibition of non-replicating M. tuberculosis (AID 488890); one-dose inhibition, % at 25 µM; IC50 in µM for titrated hits; Mycobacterium tuberculosis non-replicating, growth inhibition; higher % means a stronger effect; 0.39% of 320,000 active; in the data active = a potency from the dose series; inconclusive = inhibition mostly from about 82% at the one dose, without a potency; inactive = the rest, 99 in 100 with inhibition below about 76%;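 note: plate controls were DMSO cells for no effect and high antibiotic wells for full effect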
H37Rv inhibition – M. tuberculosis growth inhibition, HTS (AID 449762) | M. tuberculosis H37Rv growth inhibition, 7H9 media; higher % means a stronger effect | inhibition, % at 25 µM; hits with a dose series show IC50 in µM | 0.59% of 330,000 active; in the data active = a potency from the dose series; inconclusive = inhibition above about 70% without an active follow-up result;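 note: bacterial growth assessed after seven days of incubation; strong numbers were not always called active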
PhoP GFP inhibition – Inhibition of PhoP regulon, Salmonella typhi GFP reporter cells, confirmation, 4 h (AID 1850); inhibition, % at 50 µM, or IC50 in µM where a hit was titrated; 0.33% of 310,000 active; Salmonella Typhi PhoP-promoter GFP reporter, fluorescence, 4 h; higher % means a stronger effect; in the data active = a potency from the dose series; inconclusive = inhibition mostly from about 25% at the one dose, without a potency; inactive = the rest, 99 in 100 with inhibition below about 19%;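 note: 0% = induced wells with vehicle and 100% = uninduced wells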
H1N1 NS1A inhibition – H1N1 influenza NS1A inhibitors, functional cell based assay (AID 504329) | 0.3% of 340,000 active | inhibition, % at 12.5 µM, or IC50 in µM where a hit was titrated | NS1A functional cell-based assay, percent inhibition; higher % means a stronger effect; in the data active = a potency from the dose series; inconclusive = inhibition above about 27% without an active follow-up result; note: strong numbers were not always called active
inhibitors of VEEV 10K pilot screen – further read-out of inhibitors of VEEV, marked with its call; inhibition, %; measured here: 10K pilot screen inhibition
Active calls of the source: *; i = inactive; ? = inconclusive; · = not tested or not shown; & = joins results of further samples.

Sample of the layout (14 entries):
SMILES	inhibitors of VEEV	M. tuberculosis	H37Rv inhibition	PhoP GFP inhibition	H1N1 NS1A inhibition	others
CC(C)c1ccccc1OCCNC(=O)c1cncc(Br)c1	3.0%	33%	2%	0%	-5%
Cc1ccc(F)c(N=Cc2c(O)c3ccccc3oc2=O)c1	0.3%	41%	-8%	-10%	-1%
CCOC(=O)c1c(C)[nH]c(C(=O)NCCN2CCOCC2)c1C	1.6%	-7%	-4%	16%	7%
COc1ccccc1Nc1nc(N)nc(CN2CCCCCC2)n1	2.5%	47%	-1%	4%	9%
CN1C(=O)c2cccc3c(S(=O)(=O)N4CCCC4C(=O)O)ccc1c23 (configuration not stated)	0.9%	-2%	10%	0%	-2%
COCCCn1c(O)c(/C=C2\N=C(C#N)C(=Nc3ccc(C)cc3)O2)sc1=S	i	20%	-7%	-3%	16%
CCCN1CCN(C(=O)Cn2cnc3ccc(S(=O)(=O)N4CCC(C)CC4)cc3c2=O)CC1	0.9%	-21%	-4%	-4%	·
C/C(=N/NC(=O)c1nnn(-c2nonc2N)c1COc1ccccc1)c1ccc(O)cc1	i	-4%	6%	-10%	16%
CN1C(C(=O)NCc2cccc(Br)c2)CC2Cn3c(nc4ccccc43)C21 (configuration not stated)	0.1%	2%	2%	-23%	8%
O=C(NCc1nc2ccccc2[nH]1)C1=C[C@H](c2ccccc2)C[C@H](OCc2ccc(CO)cc2)O1	0.4%	43%	5%	-5%	10%
Cc1c(NC(=O)NC(=O)c2ccc(F)cc2)c(=O)n(-c2ccccc2)n1C	1.1%	6%	-10%	-1%	-2%
CC1CCN(CCCOc2ccc(Cl)cc2Br)CC1	0.3%	26%	4%	9%	2%
c1coc(-c2ncc[nH]2)c1	0.5%	5%	2%	3%	1%
N#CC1=C(N)OC2=C(C(=O)CCC2)C1c1ccsc1 (configuration not stated)	0.4%	-5%	-4%	-5%	9%

Results, from the first entry:
SMILES	inhibitors of VEEV	M. tuberculosis	H37Rv inhibition	PhoP GFP inhibition	H1N1 NS1A inhibition	others
CC(C)c1ccccc1OCCNC(=O)c1cncc(Br)c1	3.0%	33%	2%	0%	-5%
Cc1ccc(F)c(N=Cc2c(O)c3ccccc3oc2=O)c1	0.3%	41%	-8%	-10%	-1%
CCOC(=O)c1c(C)[nH]c(C(=O)NCCN2CCOCC2)c1C	1.6%	-7%	-4%	16%	7%
COc1ccccc1Nc1nc(N)nc(CN2CCCCCC2)n1	2.5%	47%	-1%	4%	9%
CN1C(=O)c2cccc3c(S(=O)(=O)N4CCCC4C(=O)O)ccc1c23 (configuration not stated)	0.9%	-2%	10%	0%	-2%
COCCCn1c(O)c(/C=C2\N=C(C#N)C(=Nc3ccc(C)cc3)O2)sc1=S	i	20%	-7%	-3%	16%
CCCN1CCN(C(=O)Cn2cnc3ccc(S(=O)(=O)N4CCC(C)CC4)cc3c2=O)CC1	0.9%	-21%	-4%	-4%	·
C/C(=N/NC(=O)c1nnn(-c2nonc2N)c1COc1ccccc1)c1ccc(O)cc1	i	-4%	6%	-10%	16%
CN1C(C(=O)NCc2cccc(Br)c2)CC2Cn3c(nc4ccccc43)C21 (configuration not stated)	0.1%	2%	2%	-23%	8%
O=C(NCc1nc2ccccc2[nH]1)C1=C[C@H](c2ccccc2)C[C@H](OCc2ccc(CO)cc2)O1	0.4%	43%	5%	-5%	10%
Cc1c(NC(=O)NC(=O)c2ccc(F)cc2)c(=O)n(-c2ccccc2)n1C	1.1%	6%	-10%	-1%	-2%
CC1CCN(CCCOc2ccc(Cl)cc2Br)CC1	0.3%	26%	4%	9%	2%
c1coc(-c2ncc[nH]2)c1	0.5%	5%	2%	3%	1%
N#CC1=C(N)OC2=C(C(=O)CCC2)C1c1ccsc1 (configuration not stated)	0.4%	-5%	-4%	-5%	9%
CCN1CCN(C(=O)C2CCN(C(=O)c3cc4sccc4n3CC)CC2)CC1	0.7%	43%	-7%	-4%	4%
CCCNC(=O)C1CC(=O)N(c2ccc(OCC(=O)Nc3cc(C)cc(C)c3)cc2)C1 (configuration not stated)	0.4%	11%	0%	-3%	0%
CCOc1ccc(NC(=O)CN(C)C(=O)CCNC(=O)c2ccc(Br)cc2)cc1OCC	5.3%	5%	2%	5%	2%
COc1cc2c(cc1OC)CN(CC(=O)Nc1ccc3c(c1)OC(F)(F)O3)CC2	2.6%	31%	-11%	-8%	9%
Cc1ccc2nc3c(c(C(=O)O)c2c1)CCC3	0.8%	7%	9%	13%	-1%
Cc1csc(NC(=O)CSc2ncn(-c3ccccc3)n2)n1	8.3%	30%	-7%	-10%	2%
O=C(Cc1ccc(F)cc1)N1CCC(N2CCC(C(=O)N3CCOCC3)CC2)CC1	0.9%	-13%	5%	6%	1%
CCOc1ccc(C(=O)Nc2cc3c(cc2N2CCCC2)n(CC)c(=O)n3CC)cc1OCC	8.5%	30%	?	-5%	17%
COc1ccc(-n2c(SCC(=O)NCC3CCCO3)nc3ccccc32)cc1 (configuration not stated)	1.1%	0%	-4%	6%	0%
CC1=NN(c2nc(-c3ccc(C)cc3)cs2)C(=O)C1N=Nc1ccccc1O (configuration not stated)	8.9%	12%	22%	5%	·
O=C(CN(Cc1ccccc1)S(=O)(=O)c1ccc2c(c1)OCCO2)N/N=C/c1ccc(F)cc1	i	22%	-1%	-5%	2%
(cont.)
SMILES	inhibitors of VEEV	M. tuberculosis	H37Rv inhibition	PhoP GFP inhibition	H1N1 NS1A inhibition	others
CC(=O)OC1C(=O)N(Cc2ccccc2)C1c1ccc(C)cc1 (configuration not stated)	1.1%	·	·	·	4%
C[C@]12CC[C@H]3[C@@H](CCC4=CC(=O)CC[C@@]43C)[C@@H]1CC[C@@H]2O	2.1%&1.3%	13%	-1%	·	-12%&-4%
Nc1nc(NC(=O)c2ccccc2Cl)nn1-c1ccccc1	0.8%	-15%	-8%	1%	·
CCOC(=O)C1CCN(C(=O)Cn2cccc2C(=O)c2ccccc2)CC1	7.0%	2%	2%	-2%	2%
COc1ccc(C)cc1NC(=O)Nc1cnccn1	0.6%	5%	4%	2%	9%
CCC(C(=O)O)n1nnc(-c2ccc(OCc3ccccc3)c(OC)c2)n1 (configuration not stated)	·	-23%	-26%	-2%	·
CCOC(=O)c1oc2ccccc2c1CSc1nnc(-c2ccco2)o1	3.3%	34%	-8%	-13%	6%
CCOC(=O)C1CCN(C(=O)COC(=O)c2ccc3[nH]c4c(c3c2)CCCC4)CC1	2.3%	9%	54%	7%	-7%
COc1cccc(/C=C2/SC(=O)N(C)C2=O)c1OCc1ccc(C(=O)O)cc1	2.6%	2%	-3%	16%	3%
CCOC(=O)C1(Cc2ccccc2)CCN(Cc2ccc(COC)o2)CC1	i	1%	-5%	-1%	7%	inhibitors of VEEV 10K pilot screen=0.0
COc1ccc(OC)c(-n2c(C)cc(/C=C3\C(=N)N4N=C(CC(=O)N5CCOCC5)SC4=NC3=O)c2C)c1	5.0%	-10%	-2%	7%	0%
Cc1cc(NC(=S)N(CCCN2CCN(C)CC2)Cc2ccco2)ccc1Cl	2.8%	36%	-3%	1%	0%
Cc1nn(C)c(Cl)c1CN1CCC(CO)(CC2CCCCO2)CC1 (configuration not stated)	0.9%	-8%	-1%	6%	1%
O=C(CSc1cc(Cl)ccc1Cl)NCC1CCCO1 (configuration not stated)	i	30%	0%	-7%	-1%	inhibitors of VEEV 10K pilot screen=1.7
CC(=O)c1ccc(N2CCN(c3ccc(S(=O)(=O)N4CCN(C)CC4)cn3)CC2)cc1	0.8%	0%	6%	-33%	4%
O=C(C1CCCN(Cc2cccc(Cl)c2)C1)N1CCCCC1 (configuration not stated)	i	64%	10%	0%	-2%
N#CC(Cc1ccccc1)(Cc1ccccc1)C(=O)NN	1.6%	-2%	2%	-4%	-3%
NS(=O)(=O)OCCCc1ccccc1	0.2%	-7%	-4%	-6%	1%
CCOc1ccc(Cl)cc1S(=O)(=O)N1CCC(C(=O)NCc2ccccn2)CC1	i	-1%	-4%	1%	-2%
CCC1(CC)Cc2ccccc2-c2nc(NCCO)[nH]c(=O)c21	i	10%	-1%	1%	2%
COC(=O)C1=C(C)NC(=O)CC1c1ccc(F)c(Br)c1 (configuration not stated)	0.3%	-1%	-11%	-7%	3%
c1coc(CNc2c3c(nc4ccccc24)CCC3)c1	2.7%	48%	0%	13%	3%
C=CCOc1ccc(/C=C/C(=O)OCC(=O)NCC2CCCCC2)cc1	1.1%	62%	?	-2%	-3%
CCCN(CC(=O)Nc1ccccc1C)C(=O)c1ccc(=O)n(Cc2ccccc2)n1	0.3%	11%	1%	4%	6%
Cc1ccc(C)c(Cn2nnc3c(=O)[nH]c(C4CCCN(C(=O)C5CCCCC5)C4)nc32)c1 (configuration not stated)	i	47%	69%	0%	4%

An excerpt from the list above, as a working copy:
SMILES	inhibitors of VEEV	M. tuberculosis	H37Rv inhibition	PhoP GFP inhibition	H1N1 NS1A inhibition	others
C=CCOc1ccc(/C=C/C(=O)OCC(=O)NCC2CCCCC2)cc1	1.1%	62%	?	-2%	-3%
CCCN(CC(=O)Nc1ccccc1C)C(=O)c1ccc(=O)n(Cc2ccccc2)n1	0.3%	11%	1%	4%	6%

The list goes on:
SMILES	inhibitors of VEEV	M. tuberculosis	H37Rv inhibition	PhoP GFP inhibition	H1N1 NS1A inhibition	others
C=CCNc1nc(C(=O)OCC(=O)c2ccc(C)c([N+](=O)[O-])c2)cs1	2.5%	56%	0%	-5%	-6%
N#Cc1c(N2CCCC(O)C2)nc(N)c2c(N)nc3c(c12)CC(=O)N3C12CC3CC(CC(C3)C1)C2 (configuration not stated)	5.9%	-7%	·	-5%	?
COc1ccccc1OCC(=O)NCC1CCCN(C(=O)c2ccccc2SC)C1 (configuration not stated)	2.9%	7%	3%	6%	0%
CC(C)(C)C(=O)Nc1cccc(-c2cc(-c3c(Cl)cccc3Cl)no2)c1	i	-8%	2%	11%	4%
COC(=O)CC1C(=O)NCCN1C(=O)c1ccc(Cl)cc1 (configuration not stated)	i	-11%	1%	-8%	-6%
COc1cccc(C(=O)Nc2ccccc2-c2ccccc2)c1	1.9%	39%	5%	·	0%
Cc1ccc(S(=O)(=O)N2CCCCC2)cc1NC(=O)Cn1c(=O)cnc2ccccc21	1.1%	-14%	5%	-6%	-2%
Cc1ccccc1NC(=O)CSc1nnc(Cc2ccccc2)c(=O)n1N	i	-8%	0%	-5%	-4%
O=C(CCC(=O)Nc1ccccc1)NNC(=O)CCc1ccccc1	1.3%	-7%	3%	-3%	-4%
CCc1ccc(CN2CCC(C(=O)Nc3ccc(Oc4ccccc4)nc3)CC2)o1	3.9%	34%	50%	6%	5%
Cc1nn(CC(=O)NCc2ccccc2)c(=O)c2cccn12	2.4%	-7%	-8%	5%	-4%
CSc1ncccc1C(=O)OCc1nc2ccsc2c(=O)[nH]1	0.3%	-14%	-2%	2%	-6%
Cc1csc(Nc2ccccc2)[n+]1C	1.4%	-10%	2%	9%	8%
CCN(CC)S(=O)(=O)c1ccc(OCC(=O)NCc2ccco2)cc1	0.2%	0%	-2%	-10%	1%
CCC1CCCCN1C(=O)NC(=O)c1ccccc1 (configuration not stated)	0.2%	-5%	-14%	-4%	-5%
COc1cccc(C2CC(c3ccccc3C)n3nc(N)nc3N2)c1 (configuration not stated)	1.6%	8%	-10%	-15%	1%
Cc1ccc(NS(=O)(=O)c2ccc3c(c2)NC(=O)CC(=O)N3)cc1C	3.1%	9%	-4%	5%	-5%
CCN(CC)c1ccc(/C=N/NC(=O)c2cnccn2)c(O)c1	?	-1%	9%	-18%	-23%
CCc1ccc2oc(=O)cc(CN3CCOCC3)c2c1	3.4%	-6%	-12%	-8%	8%
O=C(Nc1ccc(S(=O)(=O)N2CCCC2)cc1)c1ccc([N+](=O)[O-])o1	11%	?	?	·	1%
CC1CCCC(C)N1NC(=S)Nc1ccc(OC(F)F)cc1 (configuration not stated)	0.0%	25%	-1%	-5%	8%
COc1ccc(S(=O)(=O)Nc2cc(SCC(=O)O)c(O)c3ccccc23)cc1	0.5%	?	6%	7%	-12%
COc1cc(-c2nc(-c3ccc4c(c3)-c3ccccc3S4(=O)=O)c(-c3ccccc3)[nH]2)cc(OC)c1OC	9.5%	20%	?	-7%	-15%
O=C(O)CSC12CC3CC(C1)CC(C(=O)O)(C3)C2	0.5%	8%	7%	2%	2%
CCSc1nnc(-c2cccc(S(=O)(=O)N(C)C)c2)n1-c1cc(OC)ccc1OC	0.8%	29%	-10%	-2%	3%
CCOc1ccc(CN2CCN(Cc3cc4c(cc3Cl)OCO4)CC2CCO)cc1 (configuration not stated)	i	29%	-2%	4%	-25%

Random draw from the library; about 1.4% have a hit in one of these screens.
